Mot1-301 SUMO: inhibitors of SUMOylation pathway: yeast Mot1-301 growth rescue; S. cerevisiae Mot1-301 growth rescue, ATP luminescence, 38.5C; percent above DMSO median, 100 means doubled; growth rescue, % at 18.8 µM; actives 1% (n = 320,000); AID 2716;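 active means every valid replicate shows activation above 250% relative to neutral control wells; inactive means the rest, any valid replicate at or below 250%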;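 further: OY570 slx delta 5 strain wells were the positive control but not used for scaling; some compounds called inactive have numbers as strong as hits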
PKA-R1A activ: activates the PKA-R1A holoenzyme complex | actives 0.083% (n = 340,000) | activation, % at 11.4 µM | PKA-R1A dissociation, Cy5-IP20 fluorescence polarization; scaled: DMSO 0%, 113 µM cGMP 100% | P00514+P68181;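 active means percent activation above the mean of all tested compounds plus 3 SD, cut at about 19% in these data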;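 further: higher means more PKAc released from R1A so a rise in polarization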
Tat export inh: E. coli Tat transport inhibition | E. coli MC4100 TorA-mCherry Tat export, fluorescence | inhibition, % at 10 µM | actives 0.036% (n = 340,000) | AID 488895;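 active means mean replicate inhibition at least 50% and at least half of replicates individually reaching 50%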;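 further: exported cargo escapes ClpAP degradation while cytoplasmic cargo is degraded and loses fluorescence; 0% = median of neutral control wells and 100% = median of NaSCN control wells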
PfHsp90 set2: reduces growth (ATP signal) of yeast expressing P. falciparum Hsp90; S. cerevisiae expressing PfHsp90, BacTiter-Glo ATP, 48 h; yeast lacking PDR1 and PDR3 efflux regulators; actives 0.32% (n = 310,000); inhibition, % at 9.4 µM;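 active means every replicate shows inhibition above about 80%, whatever the replicate mean, limit read from the data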;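 further: 0% = DMSO neutral controls and 100% = 20 µM radicicol positive controls; yeast relying on Plasmodium falciparum Hsp90 in place of its own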
MOR-DOR inv ag: mu-delta opioid heterodimer inverse agonism; cell-based MOR-DOR heterodimer luminescence; P35372+P41143; inhibition, % at 9.3 µM; actives 0.21% (n = 340,000); in the data active means inhibition above about 22%, passing the limit was not always enough;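 further: 0% = cells with DMSO and 100% = wells without cells with DMSO; values of inactives mirror those of a sister screen read the other way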
phage Ecoli inh: E. coli growth loss with phage present | growth absorbance | inhibition, % at 11.9 µM | actives 0.26% (n = 360,000) | AID 651602; in the data active means inhibition above about 11%
Ecoli viability: counter-screen for AddAB inhibitors: E. coli growth inhibition. E. coli V3065 growth, OD600 absorbance, 18 h. inhibition, % at 11.9 µM. actives 0.27% (n = 330,000). AID 449728;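 active means inhibition above the campaign's mean inhibition across all tested compounds plus 3 SD, cut at about 9.9% in these data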;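 further: uninfected addAB+ strain grown without phage in ampicillin broth; 0% = DMSO wells and 100% = ciprofloxacin 0.95 µg/ml wells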
OPRM1-OPRD1 ag: OPRM1-OPRD1 heterodimerization agonism; cells, luminescence; activation, % at 9.3 µM; actives 0.3% (n = 340,000); AID 504326; in the data active means activation above about 18%;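 further: 0% = vehicle-treated cells and 100% = reference agonist; values of inactives mirror those of a sister screen read the other way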
HTR5A inv ctr: counter-screen for OPRM1-OPRD1 inverse agonists: human HTR5A inverse agonism | inhibition, % at 9.3 µM | HTR5A cell line, luminescence | P47898 | actives 0.083% (n = 340,000); in the data active means inhibition mostly above about 23%, no sharp cut-off; inactive means mostly below about 18%;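 further: 0% = cells with DMSO and 100% = no-cell wells with DMSO; some compounds called inactive have numbers as strong as hits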
Target sequence (P47898 whole entry, looked up): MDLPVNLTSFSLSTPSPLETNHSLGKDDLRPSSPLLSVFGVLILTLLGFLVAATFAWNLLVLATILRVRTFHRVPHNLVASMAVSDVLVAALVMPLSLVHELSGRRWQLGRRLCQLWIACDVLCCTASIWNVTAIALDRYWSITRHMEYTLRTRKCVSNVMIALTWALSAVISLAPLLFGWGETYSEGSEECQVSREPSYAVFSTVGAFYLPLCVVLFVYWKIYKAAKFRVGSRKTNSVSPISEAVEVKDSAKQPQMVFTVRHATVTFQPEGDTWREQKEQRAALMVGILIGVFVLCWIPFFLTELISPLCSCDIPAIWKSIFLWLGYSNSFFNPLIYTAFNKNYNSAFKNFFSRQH
PKA-R2B activ: PKA-R2B complex activation. P22694+P31323. PKA-R2B holoenzyme dissociation, Cy5-IP20 fluorescence polarization; R2B truncated from residue 108, S112A mutant; 0% DMSO only, 100% 113 µM cGMP. activation, % at 11.4 µM. actives 0.079% (n = 340,000);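 active means activation above a cutoff set at the mean over all compounds plus 3 SD, cut at about 18% in these data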;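 further: higher means more holoenzyme dissociation and a rise in polarization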
Target sequence (P31323 whole entry, looked up, other chains not shown, the tested form may be a part): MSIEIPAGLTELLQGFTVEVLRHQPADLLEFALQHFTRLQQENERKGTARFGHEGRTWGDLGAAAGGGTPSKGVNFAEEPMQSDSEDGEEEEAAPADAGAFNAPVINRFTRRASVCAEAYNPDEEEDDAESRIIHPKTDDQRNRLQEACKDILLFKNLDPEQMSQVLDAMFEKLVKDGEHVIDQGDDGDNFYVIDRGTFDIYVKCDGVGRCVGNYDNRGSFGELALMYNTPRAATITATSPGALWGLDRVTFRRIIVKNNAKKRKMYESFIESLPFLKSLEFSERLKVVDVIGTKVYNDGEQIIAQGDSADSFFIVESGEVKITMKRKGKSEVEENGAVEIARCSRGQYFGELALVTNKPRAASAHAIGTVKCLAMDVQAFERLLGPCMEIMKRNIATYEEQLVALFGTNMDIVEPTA
AddAB inh: less growth of phage-infected E. coli with AddAB; E. coli expressing H. pylori AddAB, absorbance growth; inhibition, % at 11.9 µM; actives 0.29% (n = 330,000); in the data active means inhibition above about 12%;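 further: 0% = vehicle wells of infected cells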
An asterisk follows results filed as active; nt = no result given.

Order of values – Mot1-301 SUMO, HTR5A inv ctr, PfHsp90 set2, phage Ecoli inh, AddAB inh, Tat export inh, MOR-DOR inv ag, PKA-R1A activ, OPRM1-OPRD1 ag, PKA-R2B activ, Ecoli viability
> CC(C)C[C@H](NC(=O)[C@H](Cc1ccccc1)n1c(=O)[nH]c2ccccc2c1=O)C(=O)N1CCC(C(=O)O)CC1
 : 6, -6, -4, 0.7, 1.5, 1, 18, 8, -3.5, 1, -3.0
> Cc1ccnc(NS(=O)(=O)c2ccc(NS(=O)(=O)c3ccc(Br)cc3)cc2)n1
 : 33, -2, -10, 1.9, -0.5, 3, 6, -1, -1.2, 9, 0.3
> Cc1noc(C(=O)Nc2c(C)n(C)n(-c3ccccc3)c2=O)c1Cl
 : -4, 4, 19, 2.8, 0.6, -5, 13, -16, -2.3, -11, 1.5
> CCN(CC)CCCN=Cc1c(O)n(Cc2ccccc2)c(=O)c2ccccc12
 : -11, 2, 10, 3.6, 4.0, -24, 14, 4, -3.2, 1, -1.8
> Cc1ccccc1C1c2[nH]c3ccccc3c2CCN1CCCn1cccn1 (centres undefined)
 : -3, 9, 17, -0.6, -1.5, 3, -19, -9, 3.5, 3, -5.2
> O=C(c1ccc(Br)cc1)N1CCC(C(=O)N2CCN(Cc3ccccc3)CC2)CC1
 : -1, 10, 32, 1.5, nt, -7, 16, -6, -4.8, -8, nt
> COc1ccc(S(=O)(=O)N2CCOC23CCN(S(=O)(=O)c2cccs2)CC3)cc1
 : nt, 3, nt, 2.4, nt, -3, 10, -11, -1.9, -12, nt
> Cc1nnc(N(C(=O)c2cnccn2)c2ccccc2)s1
 : 0, -34, 1, 3.0, 0.0, 2, 11, -3, -2.0, -8, -0.7
> Brc1ccc2c(c1)CN1CCCC1=N2
 : 4, 5, 2, 1.2, 2.0, -2, 18, -7, -3.6, -8, 0.3
> COC(=O)CC[C@@H](C(=O)O)N1C(=O)c2ccccc2C1=O
 : 42, -32, 11, 3.2, 0.0, -1, 3, -15, -0.5, -11, -0.9
> CC(=O)Nc1ccc(NC(=O)COC(=O)Cc2cccs2)cc1
 : -10, -4, -7, 2.5, -1.9, -6, 9, 2, -1.7, -6, 1.9
> COc1ccc(CN(C)C(=O)c2cc(-c3ccc(OC)c(OC)c3)nc3ccccc23)c(OC)c1
 : -15, -18, 7, 0.4, nt, 15, 19, -9, -3.5, -1, nt
> COC(=O)Cn1cc(C(=O)C(F)(F)F)c2ccccc21
 : 4, 1, nt, 0.5, -0.3, 0, -3, -5, 0.7, -10, 0.6
> O=C(COC(=O)c1ccc(Cl)c(S(=O)(=O)N2CCCC2)c1)NCc1ccccc1
 : 1, -1, nt, 0.3, 0.8, -10, 0, 3, 0.0, 6, 1.2
> Cc1ccc(-c2onc3ccc(Cl)cc23)cc1
 : 1, -5, -28, 1.8, 0.0, -4, -14, -12, 2.7, -5, -0.3
> O=C(C1=C[C@@H](c2coc3ccccc3c2=O)C[C@@H](OCCCCO)O1)N1CCN(Cc2ccccc2)CC1
 : 2, 17, -10, 2.2, -2.4, -7, 1, -3, -0.3, -8, -1.8
> CCOC(=O)Nc1cc(N)ncn1
 : nt, -6, 11, 3.1, nt, -2, 1, -6, -0.1, -7, nt
> CC(C)[C@H](NC(=O)OCc1ccccc1)C(=O)NC(C=O)Cc1ccccc1 (some centres undefined)
 : 0, -16, 29, nt, -1.8, -1, -6, -1, 1.2, -11, -1.7
> CC(C)(C)NC(=O)CN(C(=O)CN1C(=O)C(=O)c2ccccc21)C(C)(C)C
 : 3, 3, 3, 3.1, 1.5, -4, 22, -6, -4.3, -6, -0.9
> COc1cc(CSc2nc(-c3ccccc3)cc(=O)[nH]2)cc(OC)c1
 : -11, 1, 0, nt, -1.1, 2, -1, -4, 0.2, 1, -0.8
> COC(=O)c1ccc(NC(=O)CN(Cc2ccc(Cl)cc2)S(C)(=O)=O)cc1
 : 10, 5, nt, 2.5, 0.9, -9, -10, 9, 1.8, 5, -0.6
> O=C(O)CC(CC(=O)Nc1ccc2ccccc2n1)c1ccccc1 (centres undefined)
 : -9, -16, -8, 2.4, 2.1, 4, 2, 13, -0.3, 1, 1.9
> COc1ccc(C(=S)N2CCN(C)CC2)cc1
 : 2, -11, 1, 3.7, -1.1, -3, 10, 1, -1.9, 9, -1.5
> O=C(COC(=O)C1CCN(c2ccc(C(F)(F)F)cn2)CC1)c1ccccc1
 : 12, 9, 2, 2.0, -0.7, 3, -30, -5, 5.8, -13, -1.1
> C=CCC[C@H](Cc1ccc(F)cc1)C(=O)OC[C@@H](NC(=O)[C@@H](CC=C)CC(=O)N[C@H](CO)Cc1ccccc1)C(C)(C)C
 : -16, 5, 22, 1.7, 1.4, 20, -21, 5, 3.7, -3, -1.8
> C/C(=N\Nc1nc(C)cc(C)n1)c1ccc(N2CCOCC2)cc1
 : -1, 6, 6, 2.6, -0.2, 4, 15, -11, -3.0, 0, 2.9
> O=C(NC(=S)Nc1ccccn1)c1ccco1
 : 25, 19, -8, 0.9, 3.2, -3, 17, 0, -3.4, 0, 3.2
> CC(=O)Nc1nc2cc([N+](=O)[O-])ccc2s1
 : 0, 3, -3, 2.3, 1.4, 1, 7, -9, -1.1, -5, 0.0
> CC(C)(C)CC(C)(C)NC(=O)/C=C/C(=O)O
 : 0, 2, -7, 0.2, 2.1, 11, 5, -10, -1.0, 13, 1.5
> N#Cc1c(-c2ccc(Cl)cc2)nc2n(c1=O)CCCS2
 : -11, -1, -103, 0.6, -0.6, -3, -8, -5, 1.4, 0, -4.0
> CC(C)CNC(=O)Cn1c(=O)c2c(ncn2CC(C)C)n(Cc2ccccc2)c1=O
 : 6, -2, nt, 0.9, -0.2, 2, 0, 4, 0.0, 0, -1.8
> O=C(CSc1nc2ccccc2c(=O)n1-c1ccccc1)NCc1ccc2c(c1)OCO2
 : 4, -14, 3, -0.8, 1.8, -15, 5, -11, -0.9, -14, 0.7
> COc1ccc(OC)c(NC2=NC3(CCCCC3)N=C(N)N2)c1
 : 10, 2, nt, -0.5, -1.8, -3, -6, 15, 1.2, -7, -1.6
> COc1cc(OC)c(OC)cc1CN1CCN(S(=O)(=O)c2ccc(F)cc2)CC1
 : 16, -1, -19, -1.0, -1.4, -5, 6, -5, -1.0, 11, -1.8
> O=C(NC1CCCCC1)C(c1ccc2ncccc2c1)N(Cc1ccccc1)C(=O)c1ccc2c(c1)OCCO2 (centres undefined)
 : 4, -20, 21, 0.9, -0.4, 4, 10, 13, -1.7, 5, 0.4
> Clc1ccccc1-c1nn2c(COc3ccccc3)nnc2s1
 : 17, 4, 0, 3.1, 0.1, 1, -8, -10, 1.4, -16, -1.5
> O=C(CN1CCCc2ccccc21)Nc1ccccc1[N+](=O)[O-]
 : -28, 9, -41, 2.1, 1.7, 0, 1, -2, -0.3, 2, 0.2
> CN(c1ccc(OCC(=O)Nc2nc(-c3ccccc3)cs2)cc1)S(=O)(=O)c1ccc(F)cc1
 : -5, 2, 11, 2.9, 1.1, 1, 2, -12, -0.3, 2, -0.2
> COc1ccc(N2CCN(C(c3cccs3)C(C)NC(=O)c3ccc4c(c3)OCO4)CC2)cc1 (centres undefined)
 : 9, 2, -6, 0.9, -0.8, -5, 6, 1, -1.1, 0, 0.8
> CC(=O)N1N=C(c2cccc([N+](=O)[O-])c2)OC1(C)c1cccs1 (centres undefined)
 : 349, 10, 11, -2.2, -0.3, 9, 3, 0, -0.7, 9, 1.6

Shown as a markdown table: 14 of the compounds above
| compound | Mot1-301 SUMO | HTR5A inv ctr | PfHsp90 set2 | phage Ecoli inh | AddAB inh | Tat export inh | MOR-DOR inv ag | PKA-R1A activ | OPRM1-OPRD1 ag | PKA-R2B activ | Ecoli viability |
| --- | --- | --- | --- | --- | --- | --- | --- | --- | --- | --- | --- |
| O=C(NC(=S)Nc1ccccn1)c1ccco1 | 25 | 19 | -8 | 0.9 | 3.2 | -3 | 17 | 0 | -3.4 | 0 | 3.2 |
| CC(=O)Nc1nc2cc([N+](=O)[O-])ccc2s1 | 0 | 3 | -3 | 2.3 | 1.4 | 1 | 7 | -9 | -1.1 | -5 | 0.0 |
| CC(C)(C)CC(C)(C)NC(=O)/C=C/C(=O)O | 0 | 2 | -7 | 0.2 | 2.1 | 11 | 5 | -10 | -1.0 | 13 | 1.5 |
| N#Cc1c(-c2ccc(Cl)cc2)nc2n(c1=O)CCCS2 | -11 | -1 | -103 | 0.6 | -0.6 | -3 | -8 | -5 | 1.4 | 0 | -4.0 |
| CC(C)CNC(=O)Cn1c(=O)c2c(ncn2CC(C)C)n(Cc2ccccc2)c1=O | 6 | -2 | nt | 0.9 | -0.2 | 2 | 0 | 4 | 0.0 | 0 | -1.8 |
| O=C(CSc1nc2ccccc2c(=O)n1-c1ccccc1)NCc1ccc2c(c1)OCO2 | 4 | -14 | 3 | -0.8 | 1.8 | -15 | 5 | -11 | -0.9 | -14 | 0.7 |
| COc1ccc(OC)c(NC2=NC3(CCCCC3)N=C(N)N2)c1 | 10 | 2 | nt | -0.5 | -1.8 | -3 | -6 | 15 | 1.2 | -7 | -1.6 |
| COc1cc(OC)c(OC)cc1CN1CCN(S(=O)(=O)c2ccc(F)cc2)CC1 | 16 | -1 | -19 | -1.0 | -1.4 | -5 | 6 | -5 | -1.0 | 11 | -1.8 |
| O=C(NC1CCCCC1)C(c1ccc2ncccc2c1)N(Cc1ccccc1)C(=O)c1ccc2c(c1)OCCO2 (centres undefined) | 4 | -20 | 21 | 0.9 | -0.4 | 4 | 10 | 13 | -1.7 | 5 | 0.4 |
| Clc1ccccc1-c1nn2c(COc3ccccc3)nnc2s1 | 17 | 4 | 0 | 3.1 | 0.1 | 1 | -8 | -10 | 1.4 | -16 | -1.5 |
| O=C(CN1CCCc2ccccc21)Nc1ccccc1[N+](=O)[O-] | -28 | 9 | -41 | 2.1 | 1.7 | 0 | 1 | -2 | -0.3 | 2 | 0.2 |
| CN(c1ccc(OCC(=O)Nc2nc(-c3ccccc3)cs2)cc1)S(=O)(=O)c1ccc(F)cc1 | -5 | 2 | 11 | 2.9 | 1.1 | 1 | 2 | -12 | -0.3 | 2 | -0.2 |
| COc1ccc(N2CCN(C(c3cccs3)C(C)NC(=O)c3ccc4c(c3)OCO4)CC2)cc1 (centres undefined) | 9 | 2 | -6 | 0.9 | -0.8 | -5 | 6 | 1 | -1.1 | 0 | 0.8 |
| CC(=O)N1N=C(c2cccc([N+](=O)[O-])c2)OC1(C)c1cccs1 (centres undefined) | 349 | 10 | 11 | -2.2 | -0.3 | 9 | 3 | 0 | -0.7 | 9 | 1.6 |
